# Compound activity (PubChem BioAssay)
# PP5 primary = PP5 phosphatase inhibitors, primary screen, biochemical, fluorescence; Serine/threonine-protein phosphatase 5 (Homo sapiens), P53041; purified PP5c, OMFP substrate fluorescence; inhibition, % at 6.7 µM; 0.18% of 320,000 active; AID 1987, 2009;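 active means inhibition above the campaign's mean inhibition across all tested compounds plus 3 SD, cut at about 9.5% in these data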;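 further: 0% = DMSO only and 100% = 100 µM cantharidin control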
# Target sequence (P53041 whole entry, looked up): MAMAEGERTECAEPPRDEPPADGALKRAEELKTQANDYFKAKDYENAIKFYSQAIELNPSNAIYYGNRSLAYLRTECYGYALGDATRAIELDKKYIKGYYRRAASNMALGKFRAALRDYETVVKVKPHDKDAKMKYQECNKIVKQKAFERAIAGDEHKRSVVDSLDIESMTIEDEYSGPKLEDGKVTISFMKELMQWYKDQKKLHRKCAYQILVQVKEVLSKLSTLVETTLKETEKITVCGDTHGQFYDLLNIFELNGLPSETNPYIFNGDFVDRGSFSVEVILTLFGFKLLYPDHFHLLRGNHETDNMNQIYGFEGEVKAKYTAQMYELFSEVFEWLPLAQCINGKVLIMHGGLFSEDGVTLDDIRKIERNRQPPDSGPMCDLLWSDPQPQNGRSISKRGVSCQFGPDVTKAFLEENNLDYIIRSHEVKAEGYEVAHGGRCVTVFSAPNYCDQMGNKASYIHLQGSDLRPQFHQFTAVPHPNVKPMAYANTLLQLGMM
# LYPLA2 inh = LYPLA2 inhibitors, primary screen, counter-screen for PME1 inhibitor project, biochemical, fluorescence polarization, FP-Rh probe ABPP; inhibition, % at 5.9 µM; recombinant LYPLA2; 0.38% of 320,000 active;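 active means inhibition above the screen-wide mean plus 3 SD, limit set per campaign, cut at about 26% in these data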;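 further: 0% = LYPLA2 with DMSO and 100% = wells lacking LYPLA2 enzyme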
# Fh CTSL1 inh = Fasciola hepatica cathepsin L1 inhibitors, primary screen, counter-screen for PFM18AAP inhibitor project, biochemical, QFRET, fluorogenic peptide substrate; 0.49% of 300,000 active; inhibition, % at 5.96 µM; recombinant F. hepatica cathepsin L1, Z-Leu-Arg-MCA fluorescence; AID 1906, 2009;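 active means inhibition above the mean of all tested compounds plus 3 SD, set per screening campaign, cut at about 17% in these data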;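 further: 0% = plate median of test compound wells and 100% = 1 µM Z-Phe-Ala-diazomethylketone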
# PP1 inh = PP1-alpha phosphatase inhibitors, primary screen, counter-screen for PP5 inhibitor project, biochemical, fluorescence, OMFP substrate, single point; Serine/threonine-protein phosphatase PP1-alpha catalytic subunit (Homo sapiens), P62136; inhibition, % at 6.7 µM; purified PP1alpha; AID 2235, 2010; 0.9% of 320,000 active;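 active means inhibition above the mean inhibition of all tested compounds plus 3 SD, computed separately for each screening campaign, cut at about 15% in these data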
# TPT1 inhibitor = Candida albicans TPT1 enzyme inhibitors, primary screen, biochemical, fluorescence polarization; tRNA 2'-phosphotransferase TPT1 (Candida albicans SC5314); recombinant caTPT1, FP RNA substrate dephosphorylation; inhibition, % at 5 µM; 0.81% of 300,000 active;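 active means inhibition above the mean of all tested compounds plus 3 SD, set per screening campaign, cut at about 24% in these data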;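 further: plate controls were DMSO alone for no effect and ferristatin control at 100 nM for full effect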
# PREPL inhibitor = PREPL enzyme inhibitors, primary screen, biochemical, fluorescence polarization; Prolyl endopeptidase-like (Homo sapiens), Q4J6C6; recombinant PREPL, fluorescence polarization activity-based probe; inhibition, % at 5.96 µM; 0.68% of 320,000 active; AID 2751, 2010; in the data active means inhibition above about 43%;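 further: 0% = enzyme with DMSO and 100% = wells lacking enzyme; many of its hits are not listed in these tables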
# Efflux pump mplx = inhibitors of Candida efflux pumps in yeast, primary screen, S. cerevisiae, Nile Red, multiplex; inhibition, % at 10 µM; 0.44% of 330,000 active; S. cerevisiae Candida pump triplex;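 active means plate passing quality check with inhibition over a set limit, or well fluorescence over plate mean plus 4 SD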;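 further: Nile Red retained in pooled yeast measured as flow cytometry median fluorescence; 0% = buffer negative control and 100% = Enniatin B positive control; higher means more Nile Red kept so more efflux inhibition; some compounds called inactive have numbers as strong as hits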
# JMJD2C inh = inhibitors of GASC-1 histone demethylase, primary screen, biochemical, fluorescence, DELFIA europium; GST-JMJD2C(1-420) H3K9me3 demethylation; inhibition, % at 2.35 µM; 0.069% of 330,000 active; AID 2099, 2009;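 active means more than half of a compound's replicate wells show inhibition beyond 50%, single wells judged on their own value; inconclusive means some, but no more than half, of replicates pass 50% inhibition; inactive means no replicate passes 50% inhibition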;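 further: signal counts dimethyl H3K9 product captured on neutravidin plate; 0% = median of DMSO wells and 100% = 0.3 times that DMSO median; strong numbers were not always called active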
# Target sequence (Q9H3R0 1-420 limits assumed): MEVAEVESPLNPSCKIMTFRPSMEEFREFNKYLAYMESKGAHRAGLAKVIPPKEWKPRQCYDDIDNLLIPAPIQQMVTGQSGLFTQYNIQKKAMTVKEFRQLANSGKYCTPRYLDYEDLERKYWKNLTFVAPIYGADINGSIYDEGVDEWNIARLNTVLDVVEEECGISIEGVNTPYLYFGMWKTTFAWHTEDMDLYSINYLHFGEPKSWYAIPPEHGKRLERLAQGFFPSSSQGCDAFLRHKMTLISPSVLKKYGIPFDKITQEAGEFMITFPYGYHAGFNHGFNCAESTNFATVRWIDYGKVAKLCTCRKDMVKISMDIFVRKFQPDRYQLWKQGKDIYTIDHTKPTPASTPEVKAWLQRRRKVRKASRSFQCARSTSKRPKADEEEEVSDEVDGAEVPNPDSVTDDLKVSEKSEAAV
# core dimer inh = inhibitors of HCV core protein dimerization, primary screen, biochemical, TR-FRET, high-throughput. TR-FRET GST/Flag-core106 dimerization, 1536-well. inhibition, % at 5 µM. 0.33% of 300,000 active. AID 1899, 2009;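 active means inhibition above the mean of all tested compounds plus 3 SD, set per screening campaign, cut at about 45% in these data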
#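 Test system: GST/Flag-tagged HCV core106 proteins; Medium: KF-containing HEPES buffer, pH 7.45, DTT, CHAPS, BSA; Times: compound-protein-antibody incubation 4 h at 22.5 °C; Detection: TR-FRET 671 and 617 nm emission; Benchmarks: wells lacking GST-core106 and wells with excess unlabelled core106.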
# The depositor's hits bear a star; i = inactive; ? = inconclusive; nt = no result given; & = joins results of further samples. Only part of the results is shown; count on the stated rates, not on these rows.
SMILES,PP5 primary,LYPLA2 inh,Fh CTSL1 inh,PP1 inh,TPT1 inhibitor,PREPL inhibitor,Efflux pump mplx,JMJD2C inh,core dimer inh
NC(=O)C1CCN(c2oc(-c3ccccc3F)nc2S(=O)(=O)c2ccc(Cl)cc2)CC1,-1.7,-2,-3,0,-9,-7,0.0,8,0
COc1ccc(-c2csc(NC(=O)c3ccoc3C)n2)cc1,3.1,-5,1,1,0,17,0.0,-2,3
Cc1ccc(NC(=O)CSc2nnc([C@H](C)NC(=O)OC(C)(C)C)o2)c(C)c1,-0.8,-4,4,-2,-3,4,-0.1,1,0
OCCC1CN(Cc2ccc3c(c2)CCO3)CCN1C1CCCC1 (stereo not given),-0.2,2,-2,-2,-1,3,-0.1,2,-2
Cc1nc(NC(=O)c2ccc(Br)o2)sc1C,0.6,-4,4,0,-1,2,-0.2,i,-3
Cc1cc(C)nc(SCC2COc3ccccc3O2)n1 (stereo not given),2.6,0,-1,0,-1,-2,-0.2,-8,0
Cc1cc2c(cc1C)-c1nnc(-c3ccc4ccccc4n3)n1C(C)(C)C2,4.2,2,-3,-3,2,5,0.2,3,1
O=C(CCc1ccccc1)Nc1ccc(S(=O)(=O)N2CCOCC2)cc1,1.1,-9,-3,-1,3,0,0.1,3,0
CS(=O)c1nc(-c2ccc(Br)cc2)cc(-c2ccccc2)c1C#N (stereo not given),2.6,-25,-3,-2,0,-1,-0.1,-1,37
COc1cc(C(=O)NC2CCN(CC(=O)Nc3cccc(C)c3C)CC2)cc(OC)c1OC,6.8,-5,-2,0,-3,8,0.2,-4,-6
CS(=O)(=O)N(CC(=O)N1CCCC1)Cc1ccc(Cl)cc1,1.7,0,-1,1,-6,7,-0.1,8,-2
CCCCn1c(-c2ccccc2)cnc1SCC(=O)NCCc1ccc(OC)c(OC)c1,2.2,3,-4,1,1,11,0.0,0,-4
CCOC(=O)N1CCN(C(=O)c2ccccc2NC(=O)c2ccc(F)cc2)CC1,1.7,-2,-1,-4,1,5,0.0,-1,-13
COc1cc(CN2CCNC(=O)C2CC(=O)NC2CCCCC2)cc(OC)c1 (stereo not given),3.5,-1,-1,0,-3,12,0.2,-7,-15
CCOc1ccc(NC(=O)CN(C)C(=O)c2ccc3[nH]c4c(c3c2)CC(C)CC4)cc1OCC (stereo not given),6.1,1,-3,2,-4,5,0.0,2,5
Cc1ccc2oc(-c3cccc(NC(=O)c4ccccn4)c3)nc2c1,0.3,-7,0,-1,5,-18,0.1,1,12
CC(C)Cn1c(N)c(C(=O)COC(=O)[C@@H]2CCCN2C(=O)c2cccs2)c(=O)n(C)c1=O,1.2,0,1,-5,-5,1,0.0,-42,-3
O=S(=O)(Nc1cc(Cl)ccc1-n1cncn1)c1ccccc1Cl,0.2,3,nt,-2,nt,-2,0.2,nt,nt
COCCNC(=O)c1onc(CSc2ccc(C)c(C)c2)c1C(=O)O,0.1,0,3,3,-6,5,-0.2,-95,-8
N#Cc1c(N)n(CCOC(=O)c2cccc(Br)c2)c2nc3ccccc3nc12,1.2,-4,3,4,11,-7,-0.1,6&6,5
COc1ccc(NC(=O)CSc2nc3ccccc3nc2N2CCOCC2)cc1,-0.2,-3,10,-2,-2,-2,0.0,-12,-5
O=C(CSc1nc2ccccc2s1)NNC(=S)Nc1ccc(Cl)cc1,2.8,7,3,4,-2,-3,-0.2,-14,8
CC(Oc1ncnc2ccccc12)C(=O)Nc1cccc(S(=O)(=O)N2CCOCC2)c1 (stereo not given),0.9,5,4,-1,-1,1,-0.3,0,-7
CCCN(CCO)Cc1ccc(Br)cc1,1.1,-1,-2,-1,-2,12,-0.1,3,-8
CCCN(CC1CC1)C(=O)CCc1nnc(CCc2c[nH]c3ccccc23)o1,-2.9,9,-2,0,-5,11,-0.1,-1,-2

# The listing continues.
SMILES,PP5 primary,LYPLA2 inh,Fh CTSL1 inh,PP1 inh,TPT1 inhibitor,PREPL inhibitor,Efflux pump mplx,JMJD2C inh,core dimer inh
CC(C)CCNC(=S)Nc1ccccc1F,-0.8,-7,-1,-1,6,-3,0.1,1,-4
O=C(Nc1nnc(S(=O)(=O)Nc2ccccc2)s1)c1ccccc1Cl,-1.4,2,2,-3,-1,-4,-0.1,8,12
OCCCc1ccc(O)c(O)c1,0.8,-5,1,-2,-1,0,-0.1,-16,3
CN(C)CC(O)COc1cccc(OCC(O)CN(C)C)c1 (stereo not given),1.1,-2,2,0,2,5,0.0,-17,-1
COCP(=O)(c1ccccc1)c1ccccc1,2.6,3,-1,0,-1,11,-0.1,-6,1
CCN1CCN(c2ccc(S(=O)(=O)N3CCCCC3)cc2NC(=O)c2ccc([N+](=O)[O-])s2)CC1,2.5,-6,3,0,-1,11,0.0,-1,6
O=C(Cc1ccc(S(=O)(=O)N2CCOCC2)s1)Nc1nc2c(s1)CCCC2,-7.9,-8,6,-3,-9,8,-0.1,-1,84*
CN(CC(=O)Nc1cccc(F)c1)C(=O)c1ccc(COc2ccccc2)o1,1.5,-2,-1,-5,0,-8,0.0,-12,-1
CCc1cccc(C)c1NC(=O)CN(C)Cc1ccccc1F,3.0,0,1,-4,2,-1,0.1,4,0
COCCNC(=O)C(c1ccncc1)N(C(=O)c1sc(C)nc1C)c1cccc(C)c1 (stereo not given),2.2,5,-1,-5,3,0,0.1,?,-1
CCc1ccc2c(c1)C(C)=CC(C)(C)N2,-1.1,1,1,-1,5,4,0.3,-37,-6
O=C(Nc1ccc(NC(=O)C2CCCCC2)nc1)c1cccs1,0.0,2,-1,-3,0,-4,-0.1,-5,5
Cc1cc(=O)oc2c3c4c(cc12)OCCN4CCC3,1.0,-3,-1,3,30*,26,0.3,-8,8
Cc1cc(/C=C2/SC(=S)N(c3ccc([N+](=O)[O-])cc3)C2=O)c(C)n1-c1cccnc1,-1.7,8,3,-3,14,5,0.2,8,-3
COc1ccc(Br)cc1CN1CCCC(C(=O)N2CCCCC2)C1 (stereo not given),0.8,6,0,-4,-1,13,-0.1,4,1
O=C1CCC(=O)N1CC1CC2CCC1C2 (stereo not given),-2.8,-1,1,0,1,22,0.2,1,0
N#C/C(=C(/O)c1ccc(Cl)c([N+](=O)[O-])c1)c1nc2ccccc2[nH]1,3.7,1,2,20*,0,16,-0.1,-1,0
COc1ccc(-c2c(C#N)c(SCc3c(C)noc3C)nc3c2C(=O)CC(C)(C)C3)cc1,2.3,2,1,3,3,-6,0.1,-1,-5
CC(C)C12CN3CC(C(C)C)(CN(C1)C31C(=O)Nc3ccccc31)C2=O (stereo not given),0.4,2,-1,1,-2,0,-0.1,0,-5
CN(C)C(CNC1CC(C)(C)NC(C)(C)C1)c1cccc(F)c1 (stereo not given),-0.3,0,7,-1,0,12,-0.9,-21,9
Cc1cccc(OCC(=O)Nc2ccc3c4c(cccc24)CC3)c1C,0.8,-3,2,-3,1,0,0.3,-4,-3
CCOC(=O)[C@@H]1[C@H]2COc3ccccc3[C@H]2N2C(=O)N(c3cccc(Cl)c3)C(=O)[C@@]12C,4.9,2,-6,3,-2,-54,0.1,132,4
CCC(CC)C(=O)Nc1cc(C(=O)OC)ccc1C(=O)OC,1.6,1,6,-2,-3,13,-1.5,4,-15
CCOc1ccccc1N(C(=O)Nc1ccc(Cl)cc1)C1=NC(C)CS1 (stereo not given),-1.9,0,4,1,-2,3,0.0,-5,-2
CCOc1ccc(NC(=O)CCNS(=O)(=O)c2cccs2)cc1,0.5,3,-1,0,2,-2,0.8,6,0

# Other compounds
SMILES,PP5 primary,LYPLA2 inh,Fh CTSL1 inh,PP1 inh,TPT1 inhibitor,PREPL inhibitor,Efflux pump mplx,JMJD2C inh,core dimer inh
O=C(NCc1ccncc1)c1ccc(N2CCCC2)c([N+](=O)[O-])c1,1.9,0,4,-1,-4,-1,0.3,-8,-2
COc1ccc(CNc2oc(COc3ccccc3Cl)nc2C#N)cc1,3.1,1,1,0,0,0,0.0,5,2
CC(C)(C)C(=O)Nc1ccc(S(=O)(=O)N2CCCC2)cc1,-1.9,4,-3,-5,0,-1,0.0,-3,8
COc1cccc(C(C(=O)NC2CCCCC2)N(C(=O)CNC(=O)c2ccco2)c2cccnc2)c1 (stereo not given),-0.5,-2,6,-4,-5,1,-0.2,-7,7
CCOc1ccc2oc(C(=O)OCC(=O)N3CCCC(C)C3)c(C)c2c1 (stereo not given),4.2,7,nt,0,nt,4,0.2,6,nt
O=C(O)CN1C(=O)S/C(=C\c2ccc3c(c2)OCO3)C1=O,-4.1,7,4,-5,-4,-1,-0.1,3,-1
Cc1ccc(S(=O)(=O)N(C)CCCC(=O)NC(C)(C)CO)cc1,0.2,1,0,2,1,5,0.0,-15,-1
Cc1ccc(C23CCC(=O)N2C(C(=O)O)CS3)c(C)c1 (stereo not given),3.1,-1,1,-4,4,-2,0.2,-2,13
CN(CC(=O)Nc1ccccc1Cl)C(=O)COC(=O)c1ccccc1[N+](=O)[O-],-1.1,1,-2,-6,-2,0,0.0,2,-1
CCOCCCNC(=S)NC1CC2CCC(C1)N2Cc1ccccc1 (stereo not given),0.3,6,-6,-4,-5,-3,-0.4,-4,-2
COc1ccc(Nc2nc(-c3c[nH]c4ccccc34)cs2)cc1,2.0,-6,3,-1,24,13,-0.2,-6,19
CSc1ncccc1C(=O)OCC(=O)NC1CCS(=O)(=O)C1 (stereo not given),-0.9,-4,-2,-3,-1,2,-0.1,7,1
CCCNC(=O)c1cc(Cl)c(NC(=O)C2=CSCCO2)cc1OC,-0.3,-4,-3,-3,0,-2,-0.2,8,3
Cc1cc(Nc2cccc(Br)c2)c2ccccc2n1,1.4,-2,1,-4,-1,28,-0.1,-4,1
CCOCCCNC(=O)C(NC(=O)Cc1cccs1)c1ccc(Cl)cc1 (stereo not given),1.7,1,-8,-4,2,-3,0.0,3,-3
Cc1ccc(S(=O)(=O)Nc2cccc(C(=O)NCc3cccnc3)c2)cc1F,3.8,4,0,2,-1,2,-0.2,2,-7

# Random excerpt: 2 entries already listed
SMILES,PP5 primary,LYPLA2 inh,Fh CTSL1 inh,PP1 inh,TPT1 inhibitor,PREPL inhibitor,Efflux pump mplx,JMJD2C inh,core dimer inh
O=C(NCc1ccncc1)c1ccc(N2CCCC2)c([N+](=O)[O-])c1,1.9,0,4,-1,-4,-1,0.3,-8,-2
COc1cccc(C(C(=O)NC2CCCCC2)N(C(=O)CNC(=O)c2ccco2)c2cccnc2)c1 (stereo not given),-0.5,-2,6,-4,-5,1,-0.2,-7,7
